Compound activity (PubChem BioAssay)
HTT cytoprotect: cytoprotection in Huntington HTT-Q103 PC12 cell model | PC12 HTT-Q103 induced, cytoprotection, ATP luminescence, 40 h | Potency, µM (top dose mostly 56.4 µM), for inactives: cytoprotection (ATP increase), hits mostly activators | hit rate 0.14% among 230,000 | AID 1471;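 also: potency is read from the fitted curve at half-maximal effect; % of control where 0% means no effect; nearly all actives have a fitted effect of over 45% in size; toxic huntingtin expression switched on by the ecdysone agonist tebufenozide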
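PC12 cells with ecdysone-inducible HTT exon 1 Q103-GFP, induced with 100 nM tebufenozide and co-treated with library compounds in a dose series (1536-well, 1500 cells/well). Cytoprotection read as ATP content by ATPlite luminescence.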
GAA inhib: blocks human lysosomal alpha-glucosidase; P10253; purified human GAA, 4-MU-alpha-glucoside fluorescence; Potency, µM (series often up to 76.9 µM), without a hit: top-dose activity change, negative = inhibition, usual class: inhibitors; hit rate 0.005% among 200,000;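 also: potency is read from the fitted curve at half-maximal effect; plate controls were uninhibited enzyme wells for no effect and no-enzyme background for full effect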
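Endpoint fluorogenic read: 20 min room-temperature reaction of 4 nM human alpha-glucosidase with 400 uM 4-methylumbelliferyl-alpha-D-pyranoside, pH 5.0, quenched with 1M NaOH/1M glycine pH 10. AC50 from Hill modeling.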
HttQ103 aggreg: reduces HttQ103-GFP aggregates in PC12 cells; PC12 HttQ103-GFP aggregates, Acumen cytometry, 40 h; Potency, µM (series often up to 46.1 µM), for inactives: at the top dose activity change, negative = inhibition, actives largely listed as inhibitors; hit rate 1.1% among 220,000; AID 1688; also: potency is read from the fitted curve at half-maximal effect; % is scaled to controls: 0 for no effect and ±100 for the full control effect; nearly all actives have a fitted effect of over 60% in size
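Aggregate formation scored by laser-scanning cytometer (488 excitation, 500–530 emission) in lysed PC12 cells expressing Q103-GFP after 100 nM tebufenozide induction; library tested in dose series, with ATPLite reagent added in the multiplex.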
aGlu spleen mod: inhibits or activates alpha-glucosidase in human spleen homogenate; P10253; human spleen homogenate, 4-MU-alpha-glucoside fluorescence; Potency, µM (doses to about 79.9 µM), for inactives: top-dose activity change, negative = inhibition, most hits filed as inhibitors; hit rate 0.006% among 240,000; AID 2112;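 also: potency is read from the fitted curve at half-maximal effect; 0% = enzyme with vehicle and -100% = no enzyme basal signal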
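Enzyme source: human spleen homogenate, 1 ug/well. Buffer 50 mM citric acid/K phosphate pH 5.0, 0.01% Tween-20. 4-MU-alpha-glucoside 1 mM; 37 C x 40 min; NaOH/glycine stop; fluorescence.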
Lamin A splicing: LMNA splicing modulation | Potency, µM (series often up to 46.1 µM), for the others: top-dose ratio change, negative = inhibition, hits mostly inhibitors | HeLa LMNA splicing GFP/RFP minigene ratio, 48 h | AID 1487 | hit rate 0.01% among 200,000; active = well fitted inhibition curve with a large enough effect in the signal ratio, with a control signal flat, not every such curve was filed as active; inconclusive = small, poorly fitted or top-dose-only effect, or effect the other way, or a change in a side signal; the % refers to the signal ratio; also: potency is read from the fitted curve at half-maximal effect; % is scaled to controls: 0 for no effect and ±100 for the full control effect
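S3 HeLa cells stably expressing lamin A-EGFP splicing minigene plus DsRed2, 600 cells/well, 48 h compound exposure at 37C. Laser-scanning cytometry; analysed as GFP (500-530 nm)/RFP (575-640 nm) total intensity ratio; 0.5% DMSO vehicle.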
CBFb-RUNX1 inh: CBF-beta/RUNX1 interaction disruption. Q01196+Q13951. AlphaScreen CBFb-His/RUNX1-biotin binding, biochemical. Potency, µM (series often up to 59.8 µM), without a hit: top-dose activity, negative = inhibition, usual class: inhibitors. 230,000 tested, under 10 active. AID 1477; also: % of control where 0% means no effect
Target sequence (Q01196 whole entry, looked up): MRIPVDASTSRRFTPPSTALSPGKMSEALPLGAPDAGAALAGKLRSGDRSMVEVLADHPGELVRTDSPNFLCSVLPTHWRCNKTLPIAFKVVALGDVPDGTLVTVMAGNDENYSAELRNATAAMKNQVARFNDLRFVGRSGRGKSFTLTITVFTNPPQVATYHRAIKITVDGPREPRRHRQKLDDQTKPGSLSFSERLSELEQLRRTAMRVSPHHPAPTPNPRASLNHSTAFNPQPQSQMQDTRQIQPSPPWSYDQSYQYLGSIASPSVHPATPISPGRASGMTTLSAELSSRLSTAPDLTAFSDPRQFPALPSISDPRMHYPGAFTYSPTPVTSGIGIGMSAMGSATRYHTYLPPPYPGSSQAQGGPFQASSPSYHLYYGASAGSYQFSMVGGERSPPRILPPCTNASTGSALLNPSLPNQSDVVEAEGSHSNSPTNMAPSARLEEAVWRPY
Target sequence (Q13951 whole entry, looked up): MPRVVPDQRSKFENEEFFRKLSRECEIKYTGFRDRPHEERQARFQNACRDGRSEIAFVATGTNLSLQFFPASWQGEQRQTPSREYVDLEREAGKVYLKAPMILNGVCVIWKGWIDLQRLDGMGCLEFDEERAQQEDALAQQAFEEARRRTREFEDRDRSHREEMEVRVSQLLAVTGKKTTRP
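AlphaScreen proximity signal reports loss of binding between His-tagged CBF-beta and biotin-labelled RUNX1, each at 30 nM. Proteins are pre-associated for 20 minutes, compounds added for 15 minutes, then beads for 90 minutes, all at ambient temperature.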
GAA glycogen: GAA glycogen-cleavage inhibition or activation; hit rate 0.38% among 300,000; AID 2100; Potency, µM (highest dose often 76.4 µM), without a hit: at the top dose activity change, negative = inhibition, hits mostly inhibitors; recombinant GAA, glycogen substrate, Amplex Red glucose oxidase fluorescence; P10253;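 also: potency is read from the fitted curve at half-maximal effect; 0% = full enzyme reaction and -100% = no-enzyme basal signal; the screen sought inhibitors and activators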
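Recombinant enzyme (4 nM final) with compounds titrated up to 77 uM and bovine liver glycogen (30 ug) in citrate pH 5.0, 0.01% Tween-20, 37 C 40 min. Released glucose detected by Amplex Red/glucose oxidase (Ex 573/Em 610); AC50 from Hill fits.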
* hit, by the source's call; ? = inconclusive; · = not tested or not shown; & = joins results of further samples; [ ] = another dose, or the depositor's remark. Unless noted, calls follow the shape of the dose curve; as a rule, active = well fitted curve in the direction sought with a large enough effect; inconclusive = small, poorly fitted or top-dose-only effect, or another doubt; inactive = no such curve, though single readings can be large; an effect the other way counts as inactive or inconclusive.

SMILES	HTT cytoprotect	GAA inhib	HttQ103 aggreg	aGlu spleen mod	Lamin A splicing	CBFb-RUNX1 inh	GAA glycogen
Cc1ccc(C(=O)c2coc3ccc(OCC(=O)O)cc23)cc1	-35.2%	-3.8%	-4.8%	0.4%	-5.9%	5.2%	-9.5%
O=S1(=O)C[C@H]2NC(=S)N(c3ccccc3)[C@H]2C1	-8.3%[10 µM]	4.4%	-1.2%	1.9%	-6.5%	-3.0%	20.8%
Cc1ccc(NC(=O)OCCN2CCN(S(=O)(=O)c3ccc(C)cc3)CCC2=O)cc1	2.3%	-9.6%	17.2%	-20.6%&0.1%	-3.1%	3.4%	-1.1%
N#Cc1ccsc1NC(=O)CN1CCN(Cc2ccccc2)CC1	-41.9%[inhibitor]	0.3%	6.9%	-17.7%	?	-1.4%	-0.2%
COC(=O)c1cnn(-c2ccc(C)c(C)c2)c1-n1cccc1	-22.0%[0.074 µM]	-5.2%[15.4 µM]	·	-1.6%	·	14.4%	-4.5%
CCCn1c(N)c(C(c2ccc(C(=O)OC)cc2)N2CCN(c3ccccc3)CC2)c(=O)[nH]c1=O (centres undefined)	-2.4%	-6.8%	-13.6%	-0.1%	-1.1%	-12.6%	8.6%
Cc1ccccc1C(=O)NC1CCN(Cc2ccccc2)CC1	14.3%[10 µM]	9.4%	7.5%[9.22 µM]	6.3%	·	5.1%	14.7%
CCCCCCC(=O)N(O)C1CC(=O)N(c2ccc(Br)cc2)C1=O (centres undefined)	-81.3%[inhibitor]	12.0%	24.6%	-7.1%	?	1.6%	4.5%
CCOC(=O)N1CCC(=NNc2ccc(S(N)(=O)=O)cc2[N+](=O)[O-])CC1	-11.1%[10 µM]	-1.3%	?	1.1%	?	9.4%	?
COc1cc(C2N(c3cccc(Cl)c3)C(=O)C3CCCN32)cc(OC)c1OC (centres undefined)	-1.8%	-3.5%	2.0%	-4.1%	-0.2%	0.0%	-6.7%

Random excerpt: 2 entries already listed
SMILES	HTT cytoprotect	GAA inhib	HttQ103 aggreg	aGlu spleen mod	Lamin A splicing	CBFb-RUNX1 inh	GAA glycogen
CCOC(=O)N1CCC(=NNc2ccc(S(N)(=O)=O)cc2[N+](=O)[O-])CC1	-11.1%[10 µM]	-1.3%	?	1.1%	?	9.4%	?
Cc1ccc(C(=O)c2coc3ccc(OCC(=O)O)cc23)cc1	-35.2%	-3.8%	-4.8%	0.4%	-5.9%	5.2%	-9.5%

Additional records follow.
SMILES	HTT cytoprotect	GAA inhib	HttQ103 aggreg	aGlu spleen mod	Lamin A splicing	CBFb-RUNX1 inh	GAA glycogen
S=c1nc(-c2csc3c2CCCC3)[nH][nH]1	4.2%[10 µM]	4.1%	12.2%[9.22 µM]	-3.4%	?	-19.2%	-8.5%
Cc1cc2ncn(C3CC(=O)N(Cc4ccccc4)C3=O)c2cc1C (centres undefined)	2.1%	-2.7%	-14.9%	-7.3%	10.4%	-0.7%	-3.3%
COc1ccc(NC(=O)C2CCCN(c3nccc(C)n3)C2)cc1 (centres undefined)	-53.3%	-7.0%	-4.6%	-1.4%	·	0.9%	-6.5%
Cc1ccc(C(C)C)c(OCc2ccc(C(=O)N/N=C/c3ccc(O)c(O)c3)cc2)c1	·	7.3%	9.1%	6.4%	?	-3.9%	?
Cn1ccnc1SCC(=O)Nc1cccc(S(=O)(=O)N2CCCCC2)c1	29.4%[10 µM]	-8.5%	-1.3%	3.8%	?	-3.5%	-9.2%
O=[N+]([O-])c1cccc(/C=N/NC2=NS(=O)(=O)c3ccccc32)c1	·	-0.2%	10.2%	-10.6%	·	-2.1%	?
Cc1ccc(/C=N/Nc2nc3ccccc3s2)o1	-16.9%[10 µM]	-3.8%	-1.8%	-9.9%	?	-16.7%	?
C[N+](C)(C)CC=O	12.9%[1.9 µM]	·	·	3.8%	-5.9%	2.3%	·
O=C(N/N=C/c1ccc([N+](=O)[O-])o1)c1cc(-c2ccc(-c3ccccc3)cc2)nc2ccccc12	-90.3%[inhibitor][10 µM]	11.0%	25.6%	2.2%	·	0.9%	6.6%
Cc1ccccc1NC(NC(=O)c1cccnc1)C(Cl)(Cl)Cl (centres undefined)	11.3%[10 µM]	4.9%	24.6%	-4.1%	-10.1%	4.5%	11.7%
Nc1cc(=O)[nH]c(=O)n1Cc1ccccc1	-11.8%	1.6%	-3.9%	12.1%&1.4%	10.2%	7.6%	7.5%
CCCc1cc(OC)c2c(c1)OCO2	-3.0%	·	·	13.6%	·	11.0%	·
CCOC(=O)C1=C(C)N(C)C(=S)NC1c1c(OCC)ccc2ccccc12 (centres undefined)	-61.3%[inhibitor]	4.4%	?	-20.1%	1.9%[46 µM]	1.5%	-10.7%
Cc1cccc(C)c1NC(=O)CNC(=O)CCC(=O)c1cccs1	1.8%[10 µM]	2.5%	2.8%	-7.9%	-15.1%	5.1%	9.6%
CC1CCN(C(=O)CSc2nnc(-c3cc4ccccc4cc3O)n2Cc2ccco2)CC1	-4.9%[10 µM]	-6.5%	20.4%	-8.6%	?	-1.0%	1.3%
C=CCn1c(N)nc2ccccc21	3.6%	5.5%	9.2%	-6.1%	3.4%	2.7%	5.3%
O=Cc1ccc(O)c2ncccc12	-44.2%[10 µM]	·	-36.1%[9.22 µM]	5.0%	·	·	6.6%
O=C(COC(=O)c1ccc(O)cc1)NCC1CCCO1 (centres undefined)	-5.5%	0.3%	-8.6%	3.8%	18.2%[9.22 µM]	16.1%	10.4%
CCC(O)c1cc2c(cc1NC(=O)c1ccc(C)cc1)OCCO2 (centres undefined)	-20.5%[0.074 µM]	-3.4%	-9.9%	-21.6%	-1.5%	10.7%	-8.0%
Cc1cc(C)n(-c2nnc(C)n2NS(C)(=O)=O)n1	19.8%[10 µM]	3.8%	5.1%	-2.6%	-3.5%	-8.4%	-3.2%
Cn1c2ccccc2c2cc(C(=O)O)ccc21	2.8%	2.3%	18.0%[9.22 µM]	-1.7%	11.7%	-0.6%	1.8%
CCNC(=S)N1C2CCC1CC(NC(=O)NC1CCCCC1)C2 (centres undefined)	9.9%[10 µM]	4.8%	20.2%	-5.3%	-6.2%	5.0%	4.8%
Cc1noc(NS(=O)(=O)c2ccc(NC(=O)C34CC5CC(C3)CC(n3cnc(Br)n3)(C5)C4)cc2)c1C	·	-1.7%	10.5%	3.5%	5.6%	0.1%	-1.9%
O=C(/C=C/c1ccco1)Nc1ccc(CN2CCOCC2)cc1	-20.7%[10 µM]	-6.7%	-14.7%[9.22 µM]	3.1%	·	-1.7%	4.6%
Cc1nnc(NC(=O)c2ccccc2F)s1	-12.0%	0.0%	-12.0%	-2.0%	1.1%	11.4%	2.1%
Cc1ccc(C2CC(=O)NC(SCC(=O)OCc3ccccc3)=C2C#N)o1 (centres undefined)	-9.6%	2.9%	-3.9%	5.4%	?	-8.3%	-7.3%
COC(=O)c1ccccc1NC(=O)Nc1ccc(C)cn1	0.3%	1.3%	6.2%	-1.5%	·	0.0%	-4.3%
O=C(NCCc1ccc(Cl)cc1)Nc1ccc(F)cc1	-8.4%	-3.2%	-11.1%[9.22 µM]	0.7%	·	-2.6%	11.0%
O=C(NCc1ccccc1)C(=O)Nc1cccc(C(=O)O)c1	-11.2%[10 µM]	1.0%[15.4 µM]	-15.5%[9.22 µM]	2.5%	·	1.1%	0.1%
CCCc1cc(=O)[nH]c(SCC(=O)N(Cc2ccccc2)C(C)C)n1	-1.4%[10 µM]	11.2%	5.2%	6.9%	-4.4%	2.1%	-11.9%
Cc1ccc(COc2ccsc2C(=O)NN)cc1	-18.6%[10 µM]	-5.1%	-2.4%	-1.6%	-25.7%[46 µM]	-3.2%	-28.2%
Cc1ccc(C#CC(C)(O)C(C)(C)C)cn1 (centres undefined)	14.9%[10 µM]	·	5.0%[9.22 µM]	7.7%	·	-1.8%	5.4%
Cc1noc(C)c1C(=O)NC1CCCc2ccccc21 (centres undefined)	-2.9%[1.9 µM]	-4.7%	-12.7%	-3.3%	18.8%	1.0%	5.5%
O=C(CCS(=O)(=O)c1cccs1)Nc1ccc(C(=O)NCc2cccs2)cc1	-12.5%	0.1%	5.9%	2.4%	-6.5%	11.7%	-2.0%
CC(C)CNS(=O)(=O)c1ccc(CCC(=O)NCc2cccnc2)cc1	-2.2%	?	14.0%	-3.1%	3.0%	1.9%	7.5%
O=C(Nc1ccccc1)c1cc([N+](=O)[O-])ccc1NCc1cccnc1	-7.3%[10 µM]	-16.3%	-4.7%	-2.9%	0.7%	-3.7%	5.7%
CCCCN(CC)C(=O)Cn1c(=O)sc2ccccc21	0.8%	-1.8%	13.0%	-4.1%	-10.3%	2.7%	7.8%
O=C(O)/C=C/c1ccc(-c2cccc(C(F)(F)F)c2)o1	-25.3%	-9.0%	-5.8%	-8.0%	·	0.7%	4.8%
CCc1ccc(NC(=O)c2cc(C(C)C)on2)cc1	-29.8%	6.5%	1.2%	1.3%	-0.2%	2.2%	-12.9%
COc1ccc2[nH]c(CN3CCN(CC(C)C)C(CCO)C3)c(C)c2c1 (centres undefined)	-15.7%	1.5%[15.4 µM]	10.7%	-15.9%	?	-6.2%	?
COC(=O)CCN1CCN(S(=O)(=O)c2cccc(Br)c2)CC1	·	-3.6%	-23.4%	-15.6%	·	9.9%	23.1%
COc1ccc(OC)c(-c2csc(NC(=O)Cn3[nH]c(=O)c4ccccc4c3=O)n2)c1	3.0%[10 µM]	-10.3%	32.3%	1.5%	-21.1%[46 µM]	7.5%	1.8%
COc1ccc(/C=N/NC(=O)c2ccccc2O)cc1CN1CCOCC1	22.7%[10 µM]	·	-3.1%[9.22 µM]	-0.8%	·	-0.9%	-8.4%
COCCNC(=S)Nc1cc(OC)c(NC(=O)c2ccco2)cc1OC	-9.9%[10 µM]	14.1%	-6.8%[9.22 µM]	4.9%	·	1.1%	21.8%
COc1ccccc1-c1cc(C(F)(F)F)nc(N2CCOCC2)n1	-12.3%	-12.3%	5.9%	1.4%	?	21.2%	-1.5%
COc1ccc(CNC(=O)CN(Cc2ccc(Cl)cc2)S(C)(=O)=O)cc1	14.1%[10 µM]	-11.7%	5.5%	6.8%	-9.9%	1.4%	2.7%
O=C(CSc1nnc(C2COc3ccccc3O2)o1)N1CCCC1 (centres undefined)	-15.7%	-7.0%	10.5%	-3.5%	·	?	4.9%
